V-ATPase pHluor: yeast V-ATPase proton transport regulation by pHLuorin. S. cerevisiae, pHLuorin cytosolic pH fluorescence. response, % at 10 µM. actives 0.37% (n = 350,000). AID 504577; in the data active = response mostly above about 7.3%, no sharp cut-off; inactive = mostly below about 5.4%; note: actives read high; inactives centre near 0; some compounds called inactive have numbers as strong as hits
CAL PDZ FP-1: inhibitors of human CAL PDZ peptide binding; AID 602252; Q9HD26; inhibition, % at 24.9 µM; actives 0.92% (n = 300,000); purified CAL PDZ, TMR-peptide fluorescence polarization, 1 h;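 active = mean inhibition of at least 30% with at least half of replicates also reaching 30%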;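 note: 0% = DMSO neutral control and 100% = excess unlabeled competitor peptide PRC23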
DAGLB inh: diacylglycerol lipase beta (human) inhibition. HEK293T DAGLB membrane lysate, EnzChek fluorogenic substrate. inhibition, % at 5.17 µM. actives 0.059% (n = 340,000). AID 504411; in the data active = inhibition above about 34%;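 note: 0% = enzyme with vehicle and 100% = wells lacking enzyme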
Keap1 Nrf2 FP: disrupts human Keap1 binding to Nrf2 peptide | actives 0.15% (n = 340,000) | Q14145 | inhibition, % at 9.4 µM | Keap1 Kelch-Nrf2 peptide fluorescence polarization, 1536-well; in the data active = inhibition above about 12%;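 note: human Keap1 Kelch domain with fluorescein labeled Nrf2 9mer peptide probe; 0% = neutral control wells and 100% = peptide positive control; higher means more block of Keap1 binding to Nrf2 peptide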
C-LANA FP: KSHV C-LANA DNA binding inhibition | MBP-C-LANA/FAM-LBS DNA binding, fluorescence polarization | inhibition, % at 9 µM | actives 0.078% (n = 340,000) | AID 504423;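 active = highest replicate inhibition at or above 60% at 9 µM, even if other replicates fall short; inactive = all replicates below 60% inhibition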;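 note: 0% = neutral control wells and 100% = 4 µM acridine orange control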
CAL PDZ FP-2: inhibitors of human CAL PDZ peptide binding; Q9HD26; purified CAL PDZ, TMR-peptide fluorescence polarization, 1 h; inhibition, % at 20 µM; actives 0.02% (n = 330,000); AID 504414;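 active = highest replicate inhibition of at least 40%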;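 note: plate controls were DMSO neutral control wells for no effect and unlabeled competitor peptide control wells for full effect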
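Material – purified CerCALP PDZ construct · Detection – FP readout, S and P plane fluorescence · Measure – percent inhibition from loss of millipolarization · Controls – unlabelled peptide for full inhibition, DMSO wells as neutral · Probe or stimulus – TMR-labelled reporter peptide T*-PRC34 bound in PDZ groove · Times – 1 h at RT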
Pemphigus Ab inh: inhibitors of pemphigus antibody binding to human desmoglein-3; DSG3-coupled beads, scFv-anti-DSG3-GFP binding, flow cytometry; hits give low values; binding (percent of control), % at 10 µM; AID 588358; P32926; actives 0.48% (n = 310,000);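 active = binding more than 3 SD below its plate's average and above zero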;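 note: hits lower antibody fragment binding to DSG3; some compounds called inactive have numbers as strong as hits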
Target sequence (P32926 whole entry, looked up, the tested form may be a part): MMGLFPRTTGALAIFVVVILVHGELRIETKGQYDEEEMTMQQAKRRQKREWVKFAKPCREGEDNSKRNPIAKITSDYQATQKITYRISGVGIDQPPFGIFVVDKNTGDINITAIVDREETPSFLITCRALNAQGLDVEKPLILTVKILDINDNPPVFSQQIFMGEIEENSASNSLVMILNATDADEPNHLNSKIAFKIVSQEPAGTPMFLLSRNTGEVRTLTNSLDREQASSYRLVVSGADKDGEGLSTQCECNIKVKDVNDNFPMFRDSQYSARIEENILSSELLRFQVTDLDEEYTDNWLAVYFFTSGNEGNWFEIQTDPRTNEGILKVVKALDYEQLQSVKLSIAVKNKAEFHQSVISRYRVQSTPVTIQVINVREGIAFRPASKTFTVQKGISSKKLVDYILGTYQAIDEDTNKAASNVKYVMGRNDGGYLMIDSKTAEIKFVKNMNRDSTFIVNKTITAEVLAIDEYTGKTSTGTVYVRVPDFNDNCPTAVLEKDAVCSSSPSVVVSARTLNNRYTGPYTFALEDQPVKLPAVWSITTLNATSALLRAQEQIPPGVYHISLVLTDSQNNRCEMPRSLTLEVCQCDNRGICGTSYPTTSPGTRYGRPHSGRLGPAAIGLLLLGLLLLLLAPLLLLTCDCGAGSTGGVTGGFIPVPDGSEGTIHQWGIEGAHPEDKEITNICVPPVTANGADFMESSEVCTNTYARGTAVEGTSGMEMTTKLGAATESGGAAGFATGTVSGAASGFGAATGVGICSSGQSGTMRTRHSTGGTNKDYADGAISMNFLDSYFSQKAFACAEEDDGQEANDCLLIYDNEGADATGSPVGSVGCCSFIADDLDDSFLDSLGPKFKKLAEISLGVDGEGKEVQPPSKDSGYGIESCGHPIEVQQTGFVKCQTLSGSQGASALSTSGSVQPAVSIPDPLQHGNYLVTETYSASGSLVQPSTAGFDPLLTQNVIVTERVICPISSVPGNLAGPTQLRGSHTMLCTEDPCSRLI
RTF Ca sens inh: cardiac RTF calcium desensitization; P19429+P45379; IANBD-labeled cardiac RTF, Ca2+ fluorescence; inhibition, % at 7.15 µM; actives 0.12% (n = 340,000);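 active = inhibition above the mean inhibition of all tested compounds plus 3 SD, cut at about 17% in these data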;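 note: assay run at fixed EC70 calcium of 1.6 mM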
Arr AP2 block: blocks beta-arrestin peptide binding to AP2 adaptin; FITC-arrestin peptide / GST-AP2 beads, flow cytometry; AP2 beta2 appendage carries R879A mutation; inhibition, % at 10 µM; actives 0.31% (n = 340,000); AID 504490;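 active = inhibition above a set limit, near 3 SD of compounds lacking own fluorescence, cut at about 54% in these data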;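 note: plate controls were DMSO wells for no effect and 5 µM unlabelled arrestin peptide for full effect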
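Material – GST-tagged AP2 beta2-adaptin appendage (R879A) on 4 µm glutathione beads · Probe or stimulus – fluorescein-tagged arrestin peptide at 50 nM final · Timing – 12 min plus 1 h, RT · Detection – bead flow cytometry, FITC channel · Read-out basis – inhibition as reduced fluorescein signal on beads, percent · Medium – PBS plus Tween 20 (0.05%) and BSA (0.1%)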
NSD2 inh: NSD2 (human) methyltransferase inhibition. O96028. NSD2 peptide methylation, AlphaScreen, 120 min. inhibition, % at 12.5 µM. actives 0.54% (n = 310,000). AID 743445; in the data active = inhibition above about 50%
* = called active by the depositor; . = no result given. Some of the compounds tested, so the mix of outcomes need not match the whole.

Molecule,V-ATPase pHluor,CAL PDZ FP-1,DAGLB inh,Keap1 Nrf2 FP,C-LANA FP,CAL PDZ FP-2,Pemphigus Ab inh,RTF Ca sens inh,Arr AP2 block,NSD2 inh
CCc1ccc(C2CC(c3ccccc3)Nc3nc(N)nn32)cc1 (configuration not stated),0.7,.,0.4,-2.6,-0.5,-1.5,104.3,-7.2,1.5,.
Cc1ccc(S(=O)(=O)CCC(=O)OCc2ccc(S(=O)(=O)C(C)C)cc2)cc1,2.9,.,-1.4,-0.1,-0.7,-0.8,108.9,-13.0,31.7,-3.5
O=C(COC(=O)C1CC(=O)N(Cc2ccco2)C1)Nc1ccc(F)cc1F (configuration not stated),2.2,-0.7,-6.0,0.3,-0.8,0.0,.,-15.8,-4.2,1.1
CC(=O)C(C)Oc1ccc(Cc2ncc(C(F)(F)F)cc2Cl)cc1 (configuration not stated),-0.6,-3.4,-6.3,2.0,-0.9,-0.8,104.0,0.7,0.1,0.2
COc1ccc(C(=O)NN)cc1,1.2,-3.4,-1.9,0.4,0.6,-0.2,.,-10.4,-5.4,-0.1
O=C(c1cc(COc2ccc(F)cc2Cl)on1)N1CC[C@@H]2CCCC[C@H]2C1,0.5,-2.2,-8.7,0.0,3.0,-0.3,100.5,-1.8,-4.1,-1.1
COc1ccc(C(=O)N2CCOC2CNC(=O)C(=O)NCCc2ccccc2OC)cc1 (configuration not stated),4.0,-1.9,1.4,-1.4,-0.5,-1.9,106.2,-2.5,6.5,-1.4
COc1ccc(C(=O)NC(=S)Nc2cccc(Cl)c2N2CCOCC2)cc1[N+](=O)[O-],7.7,.,-2.1,2.0,1.7,-0.9,101.1,-7.9,12.9,-3.0
COc1ccc(CNC(=O)CSc2ncnc3ccccc23)cc1OC,0.5,.,-2.2,-6.3,0.2,0.6,93.3,1.4,-5.1,-1.0
CC(OC(=O)C1CCCCC1)C(=O)Nc1cccc(Cl)c1 (configuration not stated),-2.2,-5.4,-7.8,1.1,-0.7,11.1,102.4,-2.3,-10.0,-6.0
Cc1cccn2c(=O)c3cc(C#N)c(=O)n(Cc4cccnc4)c3nc12,-1.4,-2.2,0.4,-0.2,0.7,-1.1,.,2.3,25.9,1.6
O=C(ONc1ccc(N=NC(=O)c2ccccc2O)cc1)c1ccccc1,-2.7,-21.3,5.6,2.4,-0.8,-2.1,105.1,-2.5,12.4,-0.6
O=C(CCc1ccccc1)N1CCN(C(=O)CCc2ccccc2)CC1,-2.8,-0.4,-1.7,7.1,2.1,-0.2,122.6,2.4,30.7,0.0
Cc1ccc(Cl)c(NC(=O)COC(=O)c2ccccc2C(=O)c2ccc(Cl)c([N+](=O)[O-])c2)c1Cl,0.9,1.5,3.1,0.8,1.3,-0.3,110.2,5.8,31.5,-1.2
COc1ccc(C(=O)O)cc1S(=O)(=O)Nc1cccc(C)c1,2.2,0.3,-0.1,-1.7,-0.3,-3.9,102.0,5.5,12.0,1.7
COC(=O)c1sc(Nc2ccccc2)nc1C,-1.5,5.2,2.2,0.2,-0.2,-0.3,101.3,3.1,39.2,2.9
CN1CCN(c2oc(-c3ccccc3)nc2S(=O)(=O)c2ccccc2)CC1,0.4,2.2,-0.8,-6.5,2.6,0.5,122.0,4.1,30.3,-1.8
COc1ccc(-c2ccc(SCC(=O)c3cccs3)nn2)cc1OC,4.8,-4.7,-0.5,0.3,-2.2,-5.5,107.9,-0.9,33.9,-1.8
Brc1cccc(C2CC(c3ccccc3)n3nnnc3N2)c1 (configuration not stated),0.2,-4.6,0.9,5.2,-0.1,-0.5,.,7.7,-2.5,-1.3
COc1cccc(C(=O)NCCSc2c(C)[nH]c3ccccc23)c1OC,8.9,2.7,-0.6,-4.2,0.2,-2.3,88.6,-10.2,18.2,-1.9
O=C(NCc1ccco1)C(C(=O)c1ccccc1)n1ccccc1=O (configuration not stated),2.5,-2.0,-0.9,4.0,-2.4,-0.8,99.4,-2.3,45.4,1.0
CN(C)S(=O)(=O)c1ccc(C(=O)Oc2cc(=O)[nH]c3ccccc23)cc1,-1.1,-0.4,-4.3,-4.2,0.4,-1.6,117.2,-4.0,6.2,-2.4
O=C1CCN(S(=O)(=O)c2ccccc2)CCN1CCOCc1cccc(F)c1,4.6,-3.7,-1.6,-5.3,0.5,-0.1,104.7,-9.0,0.8,.
COc1cc2c(cc1OC)CN(C(=O)/C=C/c1cccs1)CC2,-5.6,-1.2,-1.2,-7.9,0.8,-0.5,113.7,2.2,1.9,.
CC(/C=N/Nc1nncc(=O)[nH]1)=C\c1ccccc1,2.3,-13.2,-0.9,1.8,-1.4,0.5,99.8,-17.4,-6.5,-3.1
CCOC(=O)Cc1csc(NC(=O)/C=C\c2ccccc2Cl)n1,-3.1,6.5,.,0.6,0.1,-4.1,100.6,.,25.2,-3.3
COCCCNC(=O)CN(C1CCCCC1)S(=O)(=O)c1ccc(C)cc1,2.2,-0.9,0.3,-2.6,0.1,-3.5,105.8,-0.2,-0.6,-0.7
CCOCCCN(C(=O)Cn1nnc(-c2ccc(C)o2)n1)C(C(=O)NC1CCCC1)c1ccco1 (configuration not stated),0.3,1.7,-0.6,-0.6,1.5,-3.0,98.9,-11.3,-2.9,0.9
Cc1csc(NC(=O)CSc2ncnc3c2cnn3-c2ccccc2Cl)n1,2.9,-4.9,-3.9,0.4,-0.4,-1.8,106.1,-1.2,-5.5,.
Cc1nn(S(=O)(=O)N2CCOCC2)c(C)c1Br,-0.4,-0.5,1.6,2.2,1.3,0.1,99.9,5.4,12.3,0.4

Next part:
Molecule,V-ATPase pHluor,CAL PDZ FP-1,DAGLB inh,Keap1 Nrf2 FP,C-LANA FP,CAL PDZ FP-2,Pemphigus Ab inh,RTF Ca sens inh,Arr AP2 block,NSD2 inh
CSCCCNC(=S)Nc1ccc(N2CCOCC2)cc1,-4.3,-0.6,2.5,-3.5,0.0,-1.7,104.3,-2.8,-4.5,-2.8
COc1cccc(CC(=O)OCc2csc(CC(=O)Nc3ccccc3C)n2)c1,-0.3,.,0.0,-6.3,-2.0,-0.5,.,8.6,-9.6,1.6
O=C(COc1ccc(Br)cc1)NCCNC(=O)c1cccnc1,1.7,11.3,-1.0,-1.8,0.0,-0.7,105.5,-0.4,-1.3,-2.5
CC1CCN(Cc2nc3c(c(=O)n(C)c(=O)n3C)n2CCCc2ccccc2)CC1,-1.2,-0.8,-1.6,2.1,0.4,-0.7,103.4,-1.8,-8.2,.
C=CCn1c(-c2c(C)nc3cc(C)ccn23)n[nH]c1=S,4.4,-0.9,-0.8,-1.9,0.6,-0.1,107.2,-3.5,22.2,-1.5
Cc1cccc(OCC(=O)NC(=S)N2CCCc3ccccc32)c1,-1.9,0.4,-2.4,-4.5,-0.5,0.8,95.0,-0.7,2.1,0.7
CC(C)Oc1ccc(C(=O)/C=C2/C(=O)Nc3ccccc32)cc1,2.1,-8.6,6.1,-3.0,0.5,-1.1,95.3,0.4,-13.5,-3.1
OCCN(/C=N/c1nc(-c2ccc(Br)cc2)cs1)CCO,5.3,.,-0.3,-1.0,0.6,-0.1,95.2,-5.2,3.5,6.3
COc1ccc(CCNC(=O)c2ccc(CNS(=O)(=O)c3cccc(Cl)c3)cc2)cc1OC,1.1,-1.0,0.7,1.3,0.4,-1.4,103.2,-11.1,5.7,-3.3
COc1ccccc1-n1c2nc3ccccc3nc2c2c(=O)n(-c3cc(C)cc(C)c3)cnc21,-3.3,-4.1,0.8,-8.1,-1.9,-2.5,97.6,1.6,10.4,1.3
O=C(Cc1nn[nH]n1)Nc1cc(Cl)cc(Cl)c1,-0.5,-2.8,2.0,-4.2,-1.5,-5.8,101.4,-20.2,30.1,-2.2
Cc1ccc(N2CC(C(=O)OCC(=O)c3ccc([N+](=O)[O-])cc3)CC2=O)cc1 (configuration not stated),-8.5,-2.4,-2.1,7.7,1.6,-2.1,107.7,-5.1,7.2,29.2
Brc1c(CSc2nncn2-c2ccccc2)nc2ncccn12,-6.0,-5.1,-3.4,-3.5,-0.8,-0.4,128.4,3.9,-0.5,-2.0
CCCNC(=O)NC(=O)CSc1nc2ccccc2n1CC(C)C,4.0,1.3,0.5,3.4,1.8,-1.2,99.0,2.1,7.6,26.0
COc1ccc(C(CNC(=O)c2cccc(NS(=O)(=O)c3ccc(Br)cc3)c2)N(C)C)cc1 (configuration not stated),-2.6,-3.6,1.3,-5.0,1.9,-3.7,101.1,-24.6,-6.0,1.5
COc1ccc(/C=C/C(=O)NC(=S)NNC(=O)c2cccnc2)cc1,2.5,0.3,-3.7,1.1,-0.5,-1.6,84.5,-4.5,-12.4,-5.6
N#Cc1c(-c2ccccc2)ccnc1N1CCOCC1,-0.6,.,-2.3,-4.6,0.2,-0.8,107.0,-10.1,-2.9,-3.8
O=C(Cn1cc(C(F)(F)F)ccc1=O)N1CCN(S(=O)(=O)c2ccccc2)CC1,-3.3,-0.5,1.2,-3.7,-0.6,0.1,.,-9.3,-6.0,-2.6
O=C1C2C3c4ccccc4C(c4ccccc43)C2C(=O)N1Cc1ccccn1 (configuration not stated),-3.2,5.6,0.4,-5.3,-0.5,-2.6,118.6,-7.5,14.7,0.8
O=C(COC(=O)CCc1ccc(S(=O)(=O)N2CCOCC2)cc1)Nc1ccc(Cl)cn1,4.4,-0.1,-5.0,2.2,-1.8,-0.2,100.9,-2.4,24.5,3.6
COc1cc(/C=C2\SC(=O)NC2=O)ccc1OCC(=O)N1CCOCC1,0.1,0.9,1.3,3.8,-0.9,-0.5,95.3,-2.6,-15.1,0.5
COc1ccc(-n2nc(C(=O)NCC(=O)N3CCOCC3)c3ccccc3c2=O)c(OC)c1,-2.6,9.7,-1.3,1.6,1.7,0.8,.,-16.7,24.3,2.0
CC(C)(C)NC(=O)C(c1ccncc1)N(Cc1cccs1)C(=O)Cn1nnc(-c2cccs2)n1 (configuration not stated),-1.1,-3.6,0.1,-0.9,1.2,-2.5,85.3,-13.8,24.2,2.5
O=C(O)CC/C(=N\Nc1ccc(S(=O)(=O)N2CCCC2)cc1[N+](=O)[O-])c1cccs1,5.1,-0.4,26.3,-0.6,0.5,0.6,100.2,-3.7,9.1,46.5
CC(C)(C#N)Cc1cc(CC(C)(C)C#N)cc(C(C)(C)C)c1,-0.2,-0.2,-4.6,-0.3,3.0,1.0,102.1,-2.3,-3.4,.

Two records picked at random from those above, as already listed:
Molecule,V-ATPase pHluor,CAL PDZ FP-1,DAGLB inh,Keap1 Nrf2 FP,C-LANA FP,CAL PDZ FP-2,Pemphigus Ab inh,RTF Ca sens inh,Arr AP2 block,NSD2 inh
COc1ccccc1-n1c2nc3ccccc3nc2c2c(=O)n(-c3cc(C)cc(C)c3)cnc21,-3.3,-4.1,0.8,-8.1,-1.9,-2.5,97.6,1.6,10.4,1.3
N#Cc1c(-c2ccccc2)ccnc1N1CCOCC1,-0.6,.,-2.3,-4.6,0.2,-0.8,107.0,-10.1,-2.9,-3.8
